High-throughput results (PubChem)
AmpC no deterg = qHTS Inhibitors of AmpC Beta-Lactamase (assay without detergent); AmpC nitrocefin hydrolysis, absorbance 480 nm, 0.0001% Triton; AID 485341, 2010; P00811; 330,000 compounds, 0.52% hits; Potency, µM (top dose mostly 57.1 µM), for inactives: at the top dose activity change, negative = inhibition, hits mostly inhibitors;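 also: potency is read from the fitted curve at half-maximal effect; plate controls were no compound for no effect and no enzyme for full effect; nearly all actives have a fitted effect of over 20% in size; some results filed as inactive show a strong effect at the top dose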
Target sequence (P00811 whole entry, looked up): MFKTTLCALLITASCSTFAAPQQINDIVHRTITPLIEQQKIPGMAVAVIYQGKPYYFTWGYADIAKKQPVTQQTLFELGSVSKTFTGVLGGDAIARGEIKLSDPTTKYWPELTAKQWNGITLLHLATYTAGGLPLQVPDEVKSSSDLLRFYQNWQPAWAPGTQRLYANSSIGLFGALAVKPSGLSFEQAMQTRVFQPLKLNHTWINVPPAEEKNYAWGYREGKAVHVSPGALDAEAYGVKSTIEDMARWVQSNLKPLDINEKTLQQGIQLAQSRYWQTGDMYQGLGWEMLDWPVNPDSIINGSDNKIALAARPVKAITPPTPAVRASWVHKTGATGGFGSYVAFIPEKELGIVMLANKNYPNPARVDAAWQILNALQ
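AmpC (5.3 nM in the dispensed reagent) in 20 mM phosphate pH 7.0 with 0.01% (detergent screen) or 0.0001% Triton X-100 was preincubated with compounds for 15 min at room temperature. Nitrocefin was then added from an 800 uM solution, and hydrolysis was followed at 480 nm.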
Sm TGR block = qHTS Assay for the Inhibitors of Schistosoma Mansoni Peroxiredoxins; 360,000 compounds, 3% hits; Potency, µM (titrated, usually from 114 µM), for the others: at the top dose activity change, negative = inhibition, most hits filed as inhibitors; Schistosoma mansoni thioredoxin glutathione reductase (TGR), Q962Y6; purified TGR, DTNB reduction, TNB absorbance 405 nm; AID 485364, 2010; also: potency is read from the fitted curve at half-maximal effect; nearly all actives have a fitted effect of over 60% in size
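First, TGR (20 nM dispensed) and NADPH were mixed with compound. Second, a 15 min room-temperature incubation followed. Third, further NADPH and then DTNB were added to start the reaction. Finally, TNB absorbance was monitored kinetically.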
LmPK inh = qHTS Assay for Inhibitors of Leishmania Mexicana Pyruvate Kinase (LmPK). purified LmPK, Kinase-Glo ATP luminescence, 1 h. Potency, µM (doses to about 57.5 µM), without a hit: at the highest dose activity change, negative = inhibition, most hits filed as inhibitors. 290,000 compounds, 0.37% hits. AID 1721, 2009; also: potency is read from the fitted curve at half-maximal effect
Target sequence (Q27686 whole entry, looked up): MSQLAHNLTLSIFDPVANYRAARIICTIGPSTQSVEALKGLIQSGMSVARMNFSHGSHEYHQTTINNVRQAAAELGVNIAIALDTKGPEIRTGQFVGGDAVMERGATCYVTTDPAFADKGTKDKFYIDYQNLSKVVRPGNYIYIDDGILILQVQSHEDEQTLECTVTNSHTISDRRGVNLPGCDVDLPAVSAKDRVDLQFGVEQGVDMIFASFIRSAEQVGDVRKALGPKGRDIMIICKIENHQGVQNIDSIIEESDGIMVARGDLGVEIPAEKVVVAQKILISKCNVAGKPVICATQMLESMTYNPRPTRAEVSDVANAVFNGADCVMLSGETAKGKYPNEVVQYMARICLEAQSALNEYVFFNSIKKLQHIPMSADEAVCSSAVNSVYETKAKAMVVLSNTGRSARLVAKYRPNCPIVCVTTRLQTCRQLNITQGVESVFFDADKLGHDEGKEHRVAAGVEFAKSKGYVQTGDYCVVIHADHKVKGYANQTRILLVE
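Screened at intermediate enzyme activity to detect both inhibitors and activators: LmPK at 0.1 nM, with a 0.5 nM enzyme column as activation reference. PEP 0.5 mM, ADP 0.1 mM; ATP detected by luminescence after 1 h.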
Tb PYK inh = qHTS of Trypanosoma Brucei Inhibitors | pyruvate kinase (Trypanosoma brucei), Q57TT1 | Potency, µM (doses to about 76.8 µM), for inactives: at the top dose activity, negative = inhibition, usual class: inhibitors | 410,000 compounds, 0.12% hits | TbPYK enzyme, Kinase-Glo Plus ATP luminescence, 45 min | AID 624173, 2012; also: potency is read from the fitted curve at half-maximal effect; nearly all actives have a fitted effect of over 50% in size
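Readout: single end-point luminescence (Kinase-Glo Plus, 10 min). Reaction conditions were TbPYK/substrate plus 130 uM ADP, 45 min at RT, pH 7.2 TEA buffer. No-enzyme wells served as controls, and data were normalized before concentration-response fitting.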
AmpC inh detg = qHTS Inhibitors of AmpC Beta-Lactamase (assay with detergent); P00811; AmpC hydrolysis of nitrocefin, absorbance 480 nm, 0.01% Triton; Potency, µM (doses to about 114 µM), without a hit: at the top dose activity change, negative = inhibition, actives largely listed as inhibitors; 370,000 compounds, 0.041% hits; AID 485294, 2010;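 also: potency is read from the fitted curve at half-maximal effect; 0% = no-compound wells and -100% = no-enzyme wells; nearly all actives have a fitted effect of over 25% in size; some results filed as inactive show a strong effect at the top dose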
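AmpC (5.3 nM in the dispensed reagent) in 20 mM phosphate pH 7.0 with 0.01% (detergent screen) or 0.0001% Triton X-100 was preincubated with compounds for 15 min at room temperature. Nitrocefin was then added from an 800 uM solution, and hydrolysis was followed at 480 nm.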
AMA1-RON2 inh = qHTS for Inhibitors of AMA1-RON; Towards Development of Antimalarial Drug Lead: Primary Screen | Plasmodium falciparum AMA1 (3D7) - RON2 peptide interaction | AlphaScreen AMA1-biotinylated RON2 peptide binding | Potency, µM (top dose mostly 58.2 µM), for inactives: at the top dose activity change, negative = inhibition, actives largely listed as inhibitors | 360,000 compounds, 0.2% hits;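 also: potency is read from the fitted curve at half-maximal effect; 0% = vehicle wells and -100% = peptide control; nearly all actives have a fitted effect of over 45% in size; some results filed as inactive show a strong effect at the top dose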
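AMA1 (3D7) with his tag at 25 nM final met compounds first, then biotinylated RON2 peptide at 25 nM; detection used donor plus acceptor beads, 10 µg/mL apiece, read by AlphaScreen after 30 min at room temperature.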
HCMV inh = qHTS Assay for inhibitors of the human cytomegalovirus (HCMV). 410,000 compounds, 4.5% hits. AID 1259415, 2018. activity change, negative = inhibition, % at 57.5 µM. HFF cells, HCMV-luciferase reporter, 72 h; hits give low values; in the data active = activity change below about -60%; inconclusive = no clear call, values can overlap the other calls; inactive = above about -39%
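Luciferase read-out from HCMV-luciferase-infected HFFs (MOI 1 PFU/cell) 72 h post infection at 37C; compounds added after 16 h cell attachment; activity normalized between buffer-only basal and Salinomycin (10uM) inhibitor controls.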
* = called active by the depositor; ? = inconclusive; / = not tested or not shown; & = joins results of further samples; [ ] = another dose, or the depositor's remark. Unless noted, calls follow the shape of the dose curve; as a rule, active = well fitted curve in the direction sought with a large enough effect; inconclusive = small, poorly fitted or top-dose-only effect, or another doubt; inactive = no such curve, though single readings can be large; an effect the other way counts as inactive or inconclusive. Unless noted, % is scaled to controls: 0 for no effect and ±100 for the full control effect.

Order of values – AmpC no deterg | Sm TGR block | LmPK inh | Tb PYK inh | AmpC inh detg | AMA1-RON2 inh | HCMV inh
- O=C1CC(c2ccccc2)Sc2ccccc2N1Cc1ccc(F)cc1 (centres undefined)
 : / | 6% | / | -1% | 1% | / | -30
- CCn1c(SCC(=O)Nc2nccs2)nnc1-c1ccccn1
 : -21% | -28% | -7% | -2% | -11% | -25% | 16
- CCOC(=O)C1=C(CC)Nc2ccccc2N=C1NC(=O)c1ccc(S(=O)(=O)N2CCCC2)cc1
 : -12% | 28% | -9% | 3% | ? | -11% | 34
- CCc1nnc(NC(=O)c2ccc(S(=O)(=O)N(CC(C)C)CC(C)C)cc2)o1
 : -6% | -10% | 1% | -5% | -1% | -10% | -9
- COc1ccc2ccccc2c1CNCCc1ccccc1
 : -12% | -39% | 1% | 1% | -13% | 2% | -31
- CCc1cccc(C)c1NC(=O)CSc1nnc(C)o1
 : -12% | 4% | -5% | -2% | 0% | -2% | 8
- Cc1sc(NC(=O)c2ccco2)c(CN2CCN(c3ccc(F)cc3)CC2)c1C
 : -10% | -18% | 15% | 4% | -3% | -20% | -37
- Cn1cc(-c2cccc(C(F)(F)F)c2)cc(C#N)c1=O
 : 1% | -15% | -1% | 0% | 1% | -5% | -2
- COc1cc(O)ccc1C(=O)CCc1ccc(O)cc1
 : -37% | -13% | -7% | -4% | -8% | -4% | -3
- O=C1CCCN1c1ccc(CNS(=O)(=O)c2ccc(F)cc2)cc1
 : -19% | -9% | 1% | -4% | -2% | 11% | ?
- CC(C)(C)OC(=O)N[C@@H](C(=O)OC(C)(C)C)c1ccc(C(F)(F)F)cc1
 : 23% | -1% | / | 4% | -10% | 11% | -7
- COc1cccc(-c2noc(-c3ccc(Br)o3)n2)c1
 : -2% | / | -22% | -1% | 5% | 29% | 55
- O=C(Cn1cc(C(=O)C2CC2)c2ccccc21)NCc1ccc2c(c1)OCO2
 : -27% | -22% | 5% | -2% | -3% | 0% | -7
- COc1ccc(CCN(C)C(=O)c2cncc(Br)c2)cc1OC
 : 0% | 3% | 2% | 0% | -3% | -20% | -1
- COc1ccc(C(O)c2ncc(-c3ccccc3C)[nH]2)cc1F (centres undefined)
 : / | / | / | 2% | / | -6% | -19
- CCNC(=S)N1CCNC(=O)C1CC(=O)OC (centres undefined)
 : -28% | -9% | 2% | 0% | ? | 16% | -72*
- CCOCCCNC(=O)C(c1ccc(OC)cc1)N(Cc1ccc2c(c1)OCO2)C(=O)c1ccccc1O (centres undefined)
 : 72%[activator] | -3%&-20% | 3% | -3%&0% | 2%&-6% | 6% | -26&-10
- Cc1cccc(NC(=O)c2nc[nH]c2C(=O)N[C@@H](Cc2ccccc2)C(=O)OC(C)(C)C)c1
 : 13% | -1% | 4% | 0% | 12% | 111%[activator] | ?
- COc1cccc(-n2c(SC)nnc2-c2c[nH]c3ccccc23)c1
 : -24% | 15% | 6% | 5% | -9% | 14% | -5
- Cc1occc1C(=O)NNC(=O)Nc1ccc(Cl)c(Cl)c1
 : -38% | -5% | 1% | ? | ? | 85%[activator] | -24
- COc1cc2c(cc1OC)CN(CC(=O)Nc1cccc([N+](=O)[O-])c1)CC2
 : -13% | 61%[activator] | -2% | 3% | -16% | 12% | 7
- Cc1ccc(NC(=O)COC(=O)c2cc(C)nc3ccccc23)c([N+](=O)[O-])c1
 : -15% | -7% | -1% | 3% | -13% | 13% | ?
- CN1C(=O)CC(N2CCN(C(=O)CN3CCCC3)CC2)C1=O (centres undefined)
 : -16% | -4% | 5% | -4% | -15% | 14% | -12
- COc1ccc(-c2nc(CSCC(=O)NCc3ccco3)c(C)o2)cc1
 : 2% | 45µM* | 8% | 3% | -14% | -13% | /
- Nc1nonc1-n1nnc(C(=O)N/N=C\c2cccc(Cl)c2)c1CN1CCOCC1
 : -1% | 2% | -1% | 5% | -4% | 94%[activator] | 8
- CC1(C(=O)N/N=C/c2c(F)c(F)c(F)c(F)c2F)CC1(Cl)Cl (centres undefined)
 : / | / | / | 4% | / | -1% | ?
- CC(NC(=O)/C(C#N)=C1\N=C(NC(=O)c2ccco2)c2ccccc21)c1ccccc1 (centres undefined)
 : -27% | -15% | 3% | 2% | 8% | 9% | 4
- O=C(Cc1ccc(NC2=NC3CS(=O)(=O)CC3S2)cc1)Nc1ccc(F)cc1 (centres undefined)
 : -17% | -14% | -2% | -1% | -4% | 37%[activator] | 6
- CN(C)/C=C1\C(=O)Oc2ccccc2C1=O
 : / | / | / | 1% | / | 31%[activator] | 173
- Cc1nc(P(=O)(c2ccccc2)c2ccccc2)c(N2CCOCC2)o1
 : -9% | 4% | 5% | 2% | -13% | 3% | 11

One compound at a time, from the list above. Screens in order: AmpC no deterg	Sm TGR block	LmPK inh	Tb PYK inh	AmpC inh detg	AMA1-RON2 inh	HCMV inh
COc1ccc(-c2nc(CSCC(=O)NCc3ccco3)c(C)o2)cc1 is listed as 2%	45µM*	8%	3%	-14%	-13%	/
CN1C(=O)CC(N2CCN(C(=O)CN3CCCC3)CC2)C1=O (centres undefined) is listed as -16%	-4%	5%	-4%	-15%	14%	-12
CN(C)/C=C1\C(=O)Oc2ccccc2C1=O is listed as /	/	/	1%	/	31%[activator]	173

(next part)
Order of values – AmpC no deterg | Sm TGR block | LmPK inh | Tb PYK inh | AmpC inh detg | AMA1-RON2 inh | HCMV inh
- CC(=O)c1ccc(S(=O)(=O)Nc2ccc(Cl)c(S(=O)(=O)N3CCCC3)c2)cc1
 : ? | / | / | 0% | / | 6%[11.6 µM] | 0
- CCCOc1ccc(N2CC(C(=O)Nc3ccc4c(c3)OCO4)CC2=O)cc1 (centres undefined)
 : -28% | -4% | -2% | 1% | -6% | 7% | 5
- C=CCn1c(CCn2c3ccccc3c3ccccc32)n[nH]c1=S
 : -33% | -2% | -28% | ? | -19% | 57%[activator] | ?
- Cc1ccc(NCc2cc3cc4c(cc3n(CC(=O)Nc3ccc(F)cc3F)c2=O)OCCO4)cc1
 : / | ? | / | -7% | 3% | / | -30
- Cc1ccc(S(=O)(=O)N2CCOCC2)cc1C(=O)OCC(=O)c1c(N)n(C)c(=O)n(C)c1=O
 : 111%[activator] | / | / | -4% | / | 0% | 79
- O=C(NC1CCN(Cc2ccc(Cl)c(Cl)c2)CC1)c1ccccc1
 : -5% | -19% | 1% | 1% | 2% | 2% | ?
- COc1ccc(NC(=O)N(C)C[C@H]2Oc3ccc(NC(=O)CCC(F)(F)F)cc3C(=O)N([C@H](C)CO)C[C@@H]2C)cc1
 : 48% | / | / | -6% | / | 8% | 15
- CCOC(=O)c1ccc(NC(=O)c2cc(C)nn2-c2ccccc2)cc1
 : 7% | 10% | 1% | 1% | -2% | 10% | ?
- O=C(COc1ncnc2ccccc12)NCCC1=CCCCC1
 : -3% | 4% | -3% | -12% | -13% | 6% | -23
- Cn1c(SCCCC(=O)c2ccc(Br)cc2)nnc1-c1ccncc1
 : 53% | -7% | 1% | 0% | 0% | -3% | -36
- COc1ccc(C2=NO[C@@H]3C(=O)N(c4ccc5c(c4)OCCO5)C(=O)[C@H]23)cc1OC
 : -17% | 45µM* | -9% | 2% | ? | -9% | ?
- CCn1c(=S)[nH]c2sc3c(c2c1=O)CCCC3
 : -31% | -24% | -8% | -19% | -10% | 144%[activator] | -12
- COc1cccc(N2C(=O)/C(=C/c3ccc(C)o3)C(=O)NC2=S)c1
 : -46% | 1.8µM* | 13% | ? | -1% | 33%[activator] | 29
- Cc1cc(C)cc(NS(=O)(=O)c2ccc3c(c2)OCC(C(=O)N2CCCC2)O3)c1 (centres undefined)
 : / | -3% | / | 1% | 2% | / | -20
- CN(C)C(CNC(=O)c1ccc(S(=O)(=O)NCc2ccco2)cc1)c1ccccc1 (centres undefined)
 : -34% | -27% | -5% | -3% | -1% | 8% | -2
- O=[N+]([O-])c1cc(C(F)(F)F)ccc1NCCc1ccccn1
 : / | / | / | -6% | / | -5% | 9
- Cc1cccc(N2CCN(C(=O)COCc3cc(-c4ccc5c(c4)OCO5)on3)CC2)c1C
 : 24% | ? | 0% | 0%&-14% | -5%&15% | 0% | 0&11
- Cc1ccc(-c2nc3ncccn3c2Nc2ccc3c(c2)OCCO3)cc1
 : -4% | -15%&-7% | 12% | -5%&1% | 13%&0% | -3% | 43&18
- Cc1ccc(CN2CCCn3nc(C(=O)NCCc4cccc(C)c4)cc3C2=O)cc1
 : / | 0% | / | 0% | 0% | / | 1
- COc1ccc(NS(=O)(=O)c2cc(NC(=O)Cc3n[nH]c(=O)c4ccccc34)ccc2OC)cc1
 : / | / | / | 2% | / | -12%[11.6 µM] | 0
- Cc1occc1C(=O)N1CCCC(N2CCN(c3ccccc3F)CC2)C1 (centres undefined)
 : 118%[activator] | ? | -1% | -10% | -7% | 3% | -15
- Cc1ccc(NC(=O)C2CC(O)CN2C(=O)Oc2ccccc2)c(C)c1 (centres undefined)
 : -10% | -1% | 3% | 2% | -8% | 11% | 26
- COc1ccc(Cn2cc(C(=O)c3ccc(OC)cc3)c(=O)c3cc4c(cc32)OCCO4)cc1
 : / | -1% | / | -2% | 9% | / | ?
- C=CCCC(=O)Nc1ccc(Br)cn1
 : -21% | / | -3% | -2% | -8% | 10% | -7
- CCc1ccc(-c2nc(SCC(=O)N3CCOCC3)n[nH]2)cc1
 : -24% | 4% | -3% | 2% | -2% | 5% | 39
- Cc1nn2c(-c3ccccc3)cc(-c3ccccc3)nc2c1-c1ccc(Cl)cc1
 : / | 8% | / | -1% | 9% | / | 14
- C[C@@H](NC(=O)[C@@H]1CCCN1C(=O)[C@@H]1CCCN1C(=O)c1cccc2ccccc12)c1ccccc1
 : / | / | / | -9% | / | 2% | -4
- CC/C(=N\NC(=O)c1c(C)nc2ccccn12)c1ccc(Cl)cc1
 : 55% | 9% | 1% | 3% | 5% | 53%[activator] | -27
- CCN(CC)c1ccc(NC(=O)c2cc3ccccc3o2)c(C)c1
 : -25% | -7% | -1% | -6% | -15% | -3% | -22
- CC(C)N=C1SCC(C)(/C=N/O)S1 (centres undefined)
 : 6% | -22% | 6% | 3% | -16% | -7% | -35
